# Screening data from PubChem.
# HTR5A ag ctr: counter-screen for OPRM1-OPRD1 agonists: human HTR5A agonism; HTR5A agonist assay, luminescence, cell-based; activation, % at 9.3 µM; hit rate 0.61% among 340,000; AID 504692; in the data active means activation mostly above about 9.5%, no sharp cut-off; inactive means mostly below about 7.6%;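 further: 0% = cells with vehicle only and 100% = reference agonist; strong numbers were not always called active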
# Target sequence (P47898 whole entry, looked up): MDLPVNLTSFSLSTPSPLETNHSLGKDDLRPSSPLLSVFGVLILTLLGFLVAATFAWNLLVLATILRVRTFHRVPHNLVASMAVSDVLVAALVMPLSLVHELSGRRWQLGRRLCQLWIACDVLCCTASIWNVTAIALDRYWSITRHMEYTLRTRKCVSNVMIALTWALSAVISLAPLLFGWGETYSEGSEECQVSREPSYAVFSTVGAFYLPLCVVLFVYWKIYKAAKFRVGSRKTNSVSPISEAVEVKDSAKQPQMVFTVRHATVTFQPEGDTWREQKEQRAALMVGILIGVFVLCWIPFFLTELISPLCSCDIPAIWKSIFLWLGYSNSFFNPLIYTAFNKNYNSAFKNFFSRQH
# Cardiac RTF inh: cardiac RTF calcium desensitization. P19429+P45379. IANBD-labeled cardiac RTF, Ca2+ fluorescence. inhibition, % at 7.15 µM. hit rate 0.12% among 340,000. AID 493244;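 active means inhibition above the mean inhibition of all tested compounds plus 3 SD, cut at about 17% in these data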;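 further: assay run at fixed EC70 calcium of 1.6 mM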
# CAL-PDZ inh HTS: blocks peptide binding to the human CAL PDZ domain; Q9HD26; purified CAL PDZ, TMR-peptide fluorescence polarization, 1 h; inhibition, % at 24.9 µM; hit rate 0.92% among 300,000;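 active means mean inhibition of at least 30% with at least half of replicates also reaching 30%; inconclusive means no clear call, values can overlap the other calls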;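 further: 0% = DMSO neutral control and 100% = excess unlabeled competitor peptide PRC23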
# cardiac RTF act: increases calcium sensitivity of human cardiac regulated thin filaments; IANBD-labeled TnC RTF fluorescence at EC20 calcium; 0% EC20 calcium, 100% full calcium; activation, % at 7.2 µM; hit rate 0.24% among 340,000; AID 493008;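 active means activation above the mean over all tested compounds plus 3 SD, cut at about 30% in these data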;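 further: rise in fluorescence read as greater calcium sensitivity of cardiac thin filaments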
# OPRM1-OPRD1 ag: agonists of human mu-delta opioid receptor heterodimerization; activation, % at 9.3 µM; P35372+P41143; AID 504326; cells, OPRM1-OPRD1 heterodimerization, luminescence; hit rate 0.3% among 340,000; in the data active means activation above about 18%;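 further: 0% = vehicle-treated cells and 100% = reference agonist; values of inactives mirror those of a sister screen read the other way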
# C-LANA FP: KSHV C-LANA DNA binding inhibition | MBP-C-LANA/FAM-LBS DNA binding, fluorescence polarization | inhibition, % at 9 µM | hit rate 0.078% among 340,000 | AID 504423;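 active means highest replicate inhibition at or above 60% at 9 µM, even if other replicates fall short; inactive means all replicates below 60% inhibition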;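 further: 0% = neutral control wells and 100% = 4 µM acridine orange control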
# OPRM1-OPRD1 inv: inverse agonist of human OPRM1-OPRD1 heterodimerization; inhibition, % at 9.3 µM; hit rate 0.21% among 340,000; cell-based MOR-DOR heterodimer luminescence, inverse agonism; P35372+P41143; in the data active means inhibition above about 22%, passing the limit was not always enough;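 further: 0% = cells with DMSO and 100% = wells without cells with DMSO; values of inactives mirror those of a sister screen read the other way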
# HTR5A inv ag: HTR5A inverse agonism, opioid heterodimer counter-screen; P47898; hit rate 0.083% among 340,000; inhibition, % at 9.3 µM; HTR5A cell line, luminescence; in the data active means inhibition mostly above about 23%, no sharp cut-off; inactive means mostly below about 18%;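 further: 0% = cells with DMSO and 100% = no-cell wells with DMSO; some compounds called inactive have numbers as strong as hits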
# V-ATPase pHluor: yeast V-ATPase proton transport regulation by pHLuorin; S. cerevisiae, pHLuorin cytosolic pH fluorescence; response, % at 10 µM; hit rate 0.37% among 350,000; in the data active means response mostly above about 7.3%, no sharp cut-off; inactive means mostly below about 5.4%; further: actives read high; inactives centre near 0; some compounds called inactive have numbers as strong as hits; reference of the scale not given here
# Keap1 Nrf2 FP: inhibitors of human Keap1-Nrf2 protein-protein interaction. Q14145. Keap1 Kelch-Nrf2 peptide fluorescence polarization, 1536-well. inhibition, % at 9.4 µM. hit rate 0.15% among 340,000. AID 504523; in the data active means inhibition above about 12%; inconclusive means no clear call, values can overlap the other calls; inactive means below about 7.3%;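 further: human Keap1 Kelch domain with fluorescein labeled Nrf2 9mer peptide probe; 0% = neutral control wells and 100% = peptide positive control; higher means more block of Keap1 binding to Nrf2 peptide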
# Target sequence (Q14145 whole entry, looked up, the tested form may be a part): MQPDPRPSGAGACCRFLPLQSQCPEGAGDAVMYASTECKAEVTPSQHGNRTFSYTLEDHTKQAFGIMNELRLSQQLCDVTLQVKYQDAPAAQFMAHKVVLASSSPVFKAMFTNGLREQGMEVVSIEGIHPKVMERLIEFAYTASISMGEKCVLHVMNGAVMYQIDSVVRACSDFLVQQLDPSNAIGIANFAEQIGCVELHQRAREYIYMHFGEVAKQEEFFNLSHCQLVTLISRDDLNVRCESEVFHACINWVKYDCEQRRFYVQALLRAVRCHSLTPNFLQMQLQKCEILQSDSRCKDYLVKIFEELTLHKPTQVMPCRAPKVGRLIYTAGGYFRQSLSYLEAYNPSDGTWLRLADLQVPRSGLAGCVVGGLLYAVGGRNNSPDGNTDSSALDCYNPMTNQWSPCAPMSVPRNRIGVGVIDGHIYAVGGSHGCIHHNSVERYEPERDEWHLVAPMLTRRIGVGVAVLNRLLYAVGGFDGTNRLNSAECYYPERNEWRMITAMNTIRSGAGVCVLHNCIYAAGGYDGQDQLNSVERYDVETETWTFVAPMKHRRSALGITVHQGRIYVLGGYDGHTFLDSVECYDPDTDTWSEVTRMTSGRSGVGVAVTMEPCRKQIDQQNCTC
# Active calls of the source: *; u = inconclusive; x = not tested or not shown.
item	SMILES	HTR5A inv ag	CAL-PDZ inh HTS	HTR5A ag ctr	Cardiac RTF inh	V-ATPase pHluor
1	O=C(Nc1cccc(NC(=O)c2cccc(Cl)c2)c1)c1cccnc1	-29	35*	11	-13	-1
2	CC(=O)N(c1ccc2oc(=O)sc2c1)S(=O)(=O)c1cccs1	24	-5	-1	2	7
3	Fc1cc(F)cc(NC(=S)N2CCC(c3ccccc3)C2)c1 (stereo unspecified)	-7	10	2	3	4
4	O=C(CSc1nnc(NC(=O)C2CC(=O)N(c3ccccc3)C2)s1)NCc1ccco1 (stereo unspecified)	-8	x	3	1	2
5	Cc1cccnc1NC(=O)C1CCN(S(=O)(=O)c2ccc3c(c2)CCC(=O)N3)CC1	2	-7	-1	-8	4
6	Cc1cccc(C(=O)OCC(=O)NCc2cccs2)c1	9	-3	-3	-10	1
7	O=C(CCCCCN1C(=O)[C@@H]2Cc3ccccc3CN2C1=O)NCCc1ccccc1	2	-1	-1	-5	-5
8	Cc1csc(N2CCN(c3cc4c(cc3Cl)nc(-c3ccncc3)n4CCCN3CCCC3)CC2)n1	-8	-1	2	-1	-2
9	CC(=O)Nc1ccc(C(=O)OCC(=O)Nc2ccc(N3CCOCC3)cc2)cc1	24	-2	1	4	0
10	COc1cccc(NC(=O)CSc2nc(C3CC3)nc3ccccc23)c1	-11	0	-4	6	-4
11	Cc1c(Cl)cccc1N(Cc1ccc(C(=O)O)cc1)S(=O)(=O)c1ccccc1	13	x	4	-12	-3
12	Cc1cc(C)n(CC2CC(=O)N(c3ccc(Cl)c(Cl)c3)C2=O)n1 (stereo unspecified)	-18	-7	0	2	-1
13	O=C(N/N=C/c1cc([N+](=O)[O-])ccc1O)NC12CC3CC(CC(C3)C1)C2	-9	-1	3	-1	2
14	O=C(c1cc2nc(-c3ccc(Cl)cc3)cc(C(F)(F)F)n2n1)N1CCOCC1	4	1	1	-10	0
15	COc1cccc(Nc2nc3ccc(OC)cc3s2)c1	10	-2	-4	11	1

item	cardiac RTF act	C-LANA FP	Keap1 Nrf2 FP	OPRM1-OPRD1 ag	OPRM1-OPRD1 inv
1	10	0.0	1	-1.9	10
2	-1	0.5	-6	0.7	-4
3	10	-1.1	-9	0.5	-2
4	0	1.3	-1	-2.7	11
5	14	-0.2	-1	-0.9	5
6	-2	-0.5	-5	-2.8	13
7	-1	1.4	3	-1.3	7
8	4	0.2	4	-0.6	3
9	-3	1.2	-2	-3.3	15
10	-5	-1.2	-2	0.2	-1
11	1	0.5	1	-2.1	11
12	9	-0.3	-4	-2.3	14
13	-7	0.1	-6	2.4	-13
14	-3	-0.5	-6	-0.6	4
15	-4	-1.1	-5	0.5	-2

# Next section:
item	SMILES	HTR5A inv ag	CAL-PDZ inh HTS	HTR5A ag ctr	Cardiac RTF inh	V-ATPase pHluor
16	COc1cccc(-c2nnc(-c3ccc(C(F)(F)F)cc3)o2)c1OC	-12	-2	-4	4	8
17	COc1cccc(C2C(=O)c3ccccc3C2=O)c1	x	-1	x	x	-2
18	CCCCOc1ccc(NC(=O)CSc2nnnn2C)cc1	6	-3	12	10	-4
19	O=c1[nH][nH]cc1C=NCc1cccnc1	-7	1	3	-9	0
20	NS(=O)(=O)c1ccc(CCNC(=O)CCS(=O)(=O)c2ccc(Br)cc2)cc1	-14	1	4	-4	0
21	CCCCn1c(NC(=O)c2ccccc2)c(C#N)c2nc3ccccc3nc21	10	-2	13	-5	2
22	CC(CCC(C)OC(=O)c1ccccc1C(=O)O)OC(=O)c1ccccc1C(=O)O (stereo unspecified)	2	-3	0	-5	2
23	Cc1cc(O)c(/C=N/Nc2ccc(Cl)cc2)c(=O)o1	3	-3	-1	-6	-4
24	Cc1ccc(Sc2ccc(NC(=O)c3ccc(S(C)(=O)=O)cc3Cl)cc2)cc1	3	3	-1	-2	-1
25	CC(=Nc1ccccc1)c1sc2ccccc2c1O	-4	-1	-2	0	1
26	CCCOc1ccc(C(=O)NC2CCSc3ccccc32)cc1 (stereo unspecified)	-23	x	6	-9	-1
27	CC(C)c1nnc(NC(=O)C2CCCN2C(=O)Nc2ccc(F)cc2)s1 (stereo unspecified)	11	-2	-4	0	-2
28	N=c1n(CCN2CCOCC2)c2ccccc2n1Cc1ccccc1Br	x	x	x	3	2
29	CC1CCCC(C)N1S(=O)(=O)c1ccc(NC(=O)CNC2CCCC2)cc1 (stereo unspecified)	-9	x	-2	-18	3
30	Cc1ccccc1N/N=C/c1ccc(N2CCOCC2)cc1	-7	2	3	1	-1

item	cardiac RTF act	C-LANA FP	Keap1 Nrf2 FP	OPRM1-OPRD1 ag	OPRM1-OPRD1 inv
16	-3	0.5	-4	1.9	-9
17	x	1.6	-3	x	x
18	-7	-2.1	-1	-2.9	17
19	-3	0.7	-2	-1.9	12
20	5	8.7	-4	-1.1	6
21	3	5.7	-16	-4.3	24
22	5	-0.4	2	-2.4	11
23	-1	3.9	2	-9.2	46*
24	5	0.6	-3	3.8	-19
25	-6	2.1	-4	-1.1	7
26	0	2.2	-7	-0.2	1
27	5	-0.6	-2	-2.5	14
28	-1	0.2	-3	x	x
29	5	-0.6	-7	1.6	-13
30	-1	0.3	-6	-0.8	5

# Further entries follow.
item	SMILES	HTR5A inv ag	CAL-PDZ inh HTS	HTR5A ag ctr	Cardiac RTF inh	V-ATPase pHluor
31	COc1ccc(/C=C\c2nc(O)c([N+](=O)[O-])c(=O)[nH]2)cc1O	2	-8	-1	-14	-3
32	O=C(NCCc1ccncc1)C12CC3CC(CC(C3)C1)C2	-5	x	2	-2	6
33	COc1ccc(CNC(=O)C(C)N(C)Cc2cccc(F)c2)cc1 (stereo unspecified)	4	-1	-1	-9	4
34	O=C(CNC(=O)c1ccco1)NCC(=O)OCc1ccc(Cl)cc1Cl	-21	-4	7	0	3
35	CCOC(=O)c1[nH]c(C)c(C(=O)OCC(=O)NCc2ccc(OC)c(OC)c2)c1C	22	4	0	-8	-6
36	Cc1cc(C)cc(NS(=O)(=O)c2cc(C(=O)NCc3ccccn3)ccc2Cl)c1	-22	-2	8	-1	4
37	COc1cc(C(=O)NCC2CCCN2S(=O)(=O)c2cccs2)cc(OC)c1OC (stereo unspecified)	8	x	-3	-1	-3
38	COc1ccccc1N1CCN(C(=O)CCC(=O)O)CC1	5	-5	3	-9	3
39	Cc1cccc(NC(=O)CSc2nnc(C)n2Cc2ccccc2)c1	17	-3	4	-6	-5
40	COC(=O)Cn1c(=O)c(C(=O)CCl)c(N)n(Cc2ccccc2)c1=O	-14	-5	4	-7	3
41	CC(C(=O)N1CCN(c2ccccc2F)CC1)c1ccc([N+](=O)[O-])cc1 (stereo unspecified)	-19	x	-3	1	3
42	Cc1ccc(/C=N/n2c(C)n[nH]c2=S)o1	-4	0	1	-3	2
43	COC(=O)C1C(O)=C(C=Nc2ccccc2)C(=O)CC1(C)C (stereo unspecified)	4	0	-2	-7	-1
44	CCc1noc(C)c1C(=O)OCC(=O)NCc1ccccc1	1	x	0	-16	0
45	COCCn1c(C)cc(C(=O)CSc2nncn2-c2ccccc2)c1C	-15	-2	2	-8	2

item	cardiac RTF act	C-LANA FP	Keap1 Nrf2 FP	OPRM1-OPRD1 ag	OPRM1-OPRD1 inv
31	3	0.7	3	-4.1	24
32	-2	0.9	-1	-3.0	14
33	-4	2.8	-7	1.5	-8
34	3	-1.5	-4	0.9	-7
35	3	-0.9	-3	-1.6	6
36	6	0.3	-1	0.7	-4
37	-7	0.7	-5	-0.7	5
38	19	-1.9	-2	-2.4	13
39	4	0.0	-5	-2.0	10
40	1	-0.3	-2	-2.7	14
41	3	-2.0	-2	-2.9	15
42	-3	-0.6	2	-1.0	5
43	3	0.2	-3	-2.2	10
44	1	1.6	-4	-2.1	11
45	2	0.5	-1	-1.6	8

# Records above marked active in OPRM1-OPRD1 inv.
No.	SMILES	CAL-PDZ inh HTS	V-ATPase pHluor	cardiac RTF act	C-LANA FP	Keap1 Nrf2 FP	OPRM1-OPRD1 ag	OPRM1-OPRD1 inv
23	Cc1cc(O)c(/C=N/Nc2ccc(Cl)cc2)c(=O)o1	-3	-4	-1	3.9	2	-9.2	46*

# The listing continues:
item	SMILES	HTR5A inv ag	CAL-PDZ inh HTS	HTR5A ag ctr	Cardiac RTF inh	V-ATPase pHluor
46	Cc1ccc(NC(Cc2cc(C)no2)c2ccccc2)cc1 (stereo unspecified)	9	-2	-1	-6	1
47	COc1ccc2nc3oc(C(=O)NCc4cccs4)cc3cc2c1	-12	2	0	-14	-4
48	Cc1ccc(S(=O)(=O)N(C)Cc2ccc(-c3nnc4n3CCC4)cc2)cc1	-28	-1	1	-2	-3
49	O=C1O/C(=C/c2ccccc2)N=C1c1ccccc1	-2	1	0	-2	-10
50	CCOc1ccc(-n2ccnc2SCC(=O)Nc2cc(C)on2)cc1	3	-2	-1	6	0
51	Cc1cccc(NC(=O)C2CCCN(c3nc(C)cc(C)n3)C2)c1 (stereo unspecified)	17	x	3	-1	-4
52	Cc1nc(Sc2nnnn2C)c2c3c(sc2n1)CCC3	1	-12	-5	-5	-3
53	Cc1ccc(C(=O)NCC(=O)NCCCc2ccccc2)cc1	6	-1	-2	-8	0
54	O=C(O)CCC(=O)N1N=C(c2c(-c3ccccc3)c3cc(Cl)ccc3[nH]c2=O)CC1c1cccs1 (stereo unspecified)	-23	-5	-3	-4	-3
55	CCOC(=O)C1=NNC2C(=O)N(Cc3ccccc3)C(=O)C12 (stereo unspecified)	0	x	0	-10	6
56	Cc1nc2cc(C(=O)OCC(=O)NC3CCS(=O)(=O)C3)ccc2n1-c1ccccc1 (stereo unspecified)	-19	-3	-2	-12	-2
57	CC1CC2(CCCC2)Nc2ccc(F)cc21 (stereo unspecified)	-9	-2	2	-4	1
58	CC1Cc2nc(SCC(=O)Nc3ccc4c(c3)OCCO4)n(C)c(=O)c2S1 (stereo unspecified)	11	-3	7	-6	-1
59	COc1cc(S(=O)(=O)N2CCN(C(=O)c3ccco3)CC2)c(OC)cc1C	-7	-3	3	0	4

item	cardiac RTF act	C-LANA FP	Keap1 Nrf2 FP	OPRM1-OPRD1 ag	OPRM1-OPRD1 inv
46	-13	0.2	1	2.2	-11
47	0	-1.2	-3	0.5	-3
48	6	0.3	-3	-0.6	3
49	-4	-1.0	u	-0.5	3
50	-1	3.1	-2	-2.7	13
51	3	-0.8	1	0.5	-3
52	-4	-0.6	-1	-3.4	14
53	-7	-0.1	-1	-0.3	3
54	-8	0.3	-3	-1.8	11
55	6	0.5	-2	-0.2	1
56	2	1.0	0	1.4	-8
57	0	2.8	-4	-0.5	3
58	-4	-1.2	0	-0.4	2
59	-1	-1.7	1	-1.6	8

# By substructure, the compounds so far containing a CF3 group (2)
item	SMILES	HTR5A inv ag	CAL-PDZ inh HTS	HTR5A ag ctr	Cardiac RTF inh	V-ATPase pHluor
14	O=C(c1cc2nc(-c3ccc(Cl)cc3)cc(C(F)(F)F)n2n1)N1CCOCC1	4	1	1	-10	0
16	COc1cccc(-c2nnc(-c3ccc(C(F)(F)F)cc3)o2)c1OC	-12	-2	-4	4	8

item	cardiac RTF act	C-LANA FP	Keap1 Nrf2 FP	OPRM1-OPRD1 ag	OPRM1-OPRD1 inv
14	-3	-0.5	-6	-0.6	4
16	-3	0.5	-4	1.9	-9
